# T cell modulator: modulates CD8 T cell binding to vesicles; calls only at 7 µM; 2C CD8+ T cell-vesicle binding, flow cytometry; active compounds read low; AID 2052; 0.068% of 330,000 active;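 active = response, share of CD8 T cells binding vesicles, and their 90th percentile fluorescence all below set limits, cut at about 80% in these data, passing the limit was not always enough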
#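 Test system: purified 2C TCR transgenic mouse naive CD8+ T cells. Probe or stimulus: QL9-peptide-loaded Drosophila micro-vesicles bearing Ld, ICAM-1 and B7-1. Incubation: binding step 1.5 h, 37 °C, antibody labelling 20 min, ice. Measured by: flow cytometry of vesicle-bound cells.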
# T cell modulator vesicle-bound %: further read-out of T cell modulator, marked with its call; double positive events, %; measured here: CD8+ vesicle-bound cell fraction;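 binding gate set so that unloaded-vesicle control wells show 10% double positive cells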
# An asterisk follows results filed as active; i = inactive; & = joins results of further samples. An excerpt. The share of hits here may be higher or lower than overall.
# Preview:
SMILES,T cell modulator,T cell modulator vesicle-bound %
Cc1cc(=O)[nH]c(SCC(=O)N2CC3(C)CC2CC(C)(C)C3)n1 (stereo unspecified),i,37
COc1ccc([C@@H]2CC=C(C(=O)O)[C@H](c3ccccc3F)N2S(=O)(=O)c2ccccc2C)cc1,i,30

# This part in full, repeating the preview:
SMILES,T cell modulator,T cell modulator vesicle-bound %
Cc1cc(=O)[nH]c(SCC(=O)N2CC3(C)CC2CC(C)(C)C3)n1 (stereo unspecified),i,37
COc1ccc([C@@H]2CC=C(C(=O)O)[C@H](c3ccccc3F)N2S(=O)(=O)c2ccccc2C)cc1,i,30
COc1ccc(-c2noc(CN(C)Cc3ccccc3)n2)c(OC)c1OC,i,65
O=C(CN1CCN(c2cccc(C(F)(F)F)c2)CC1)N(C1CCCC1)C1CCS(=O)(=O)C1 (stereo unspecified),i,39
CC(=O)Nc1ccc(S(=O)(=O)NCc2ccc(C(=O)NCCCN3CCC(C)CC3)cc2)cc1,i,37
CCNC(=O)N(C)C[C@H]1N[C@@](CC)(C(=O)OC)[C@H]2C(=O)N(C)C(=O)[C@@H]12,i,9
CC(=O)Nc1ccc(NC(=O)C2CCC(N3C(=O)C4C5C=CC(C6CC56)C4C3=O)CC2)cc1 (stereo unspecified),i,11
COc1ccc(-n2nc(C(=O)NCC(=O)N3CCCC3)c3ccccc3c2=O)cc1Cl,i,45
CC(C)CC(=O)N1CCN(C(=O)c2ccc(F)cc2)CC1,i,61
Cc1ccc(CNC(=O)CN(C(=O)C2(C)CC(=O)N=C3C=CC=CN32)c2ccc(F)cc2)cc1 (stereo unspecified),i,25
COCCNC(=O)CCCN1C(=O)c2ccccc2Sc2ncccc21,i,38
COc1ccc(Cl)cc1NC(=O)Nc1cc(C)on1,i,65
NS(=O)(=O)c1ccc(CCNCC(=O)NCc2ccccc2Cl)cc1,i,45
Cc1ccc(C)c(NC(=O)COC(=O)c2ccc[n+]([O-])c2)c1,i,44
CC(NC(=O)C(C)N1C(=O)c2cccc([N+](=O)[O-])c2C1=O)c1ccccc1 (stereo unspecified),i,67
O=C(NC1CCCCC1)N1CCNCC1,i,48
CNc1oc(-c2ccccc2)nc1S(=O)(=O)c1ccc(C)cc1,i,69
CCC1=C(c2ccc(C)cc2)S(=O)(=O)N=C1N1CCC(C(=O)NCCCN2CCCCC2C)CC1 (stereo unspecified),i,13
Cc1cccc(NC(=O)CSCC(=O)NCc2ccco2)c1,i,32
COc1ccc(CC(=O)OCC(=O)c2ccc(F)cc2)cc1,i,41
Cc1ccc(NC(=O)Cn2ncc3c([nH]c4ccccc43)c2=O)cc1Cl,i,7
COc1ccc(S(=O)(=O)NC2CCCC2)c(OC)c1,i,11
COc1ccc(C(O)(CCN2CCOCC2)c2ccccc2)cc1 (stereo unspecified),i,50
COc1ccc(-c2sc3ccccc3c2C#Cc2cncn2C)cc1,i,8
CCc1ccc(NC(=O)CSc2nc3ccsc3c(=O)n2CCC(=O)O)cc1,i,25
COc1cc(C(=O)NCC(C)(C)CNC(=O)c2cc(OC)c(OC)c(OC)c2)cc(OC)c1OC,i,64
COc1ccc(NC(=O)Nc2nnc(Cc3ccc(F)cc3)s2)cc1,i,15
N#Cc1ccccc1OCC(=O)NNC(=O)CCNC(=O)c1ccccc1,i,54
CCCNC(=O)c1ccc(N2CCC3(CC2)CC(c2ccccc2)=NO3)c(NC(=O)Cc2ccc(F)cc2)c1,i,52
Cc1cccc(NC(=O)CCCN2C(=O)C(c3ccccc3)Oc3cccnc32)c1C (stereo unspecified),i,35
CN(CC(=O)N1CCN(c2ccccn2)CC1)S(=O)(=O)c1ccc(Cl)cc1,i,31
Clc1ccc2c(c1)Nc1ccccc1CC2,i,20
COC(=O)c1ccc(N2CCN(CC(=O)c3ccc(C)cc3)CC2)c([N+](=O)[O-])c1,i,53
CN1CCc2c(sc(NC(=O)C3CCCCC3)c2C(N)=O)C1,i,25
CCN(C(=O)CSc1ccccn1)C1CCCCC1,i,28
Cc1nc2c(cc1NC(=O)C(C)(C)C)nc(C)n2Cc1ccccc1,i,11

# Some of the entries so far, with values under each structure:
# Every second line gives: T cell modulator, T cell modulator vesicle-bound %
CNc1oc(-c2ccccc2)nc1S(=O)(=O)c1ccc(C)cc1
 : i, 69
CCC1=C(c2ccc(C)cc2)S(=O)(=O)N=C1N1CCC(C(=O)NCCCN2CCCCC2C)CC1 (stereo unspecified)
 : i, 13
Cc1cccc(NC(=O)CSCC(=O)NCc2ccco2)c1
 : i, 32
COc1ccc(CC(=O)OCC(=O)c2ccc(F)cc2)cc1
 : i, 41
Cc1ccc(NC(=O)Cn2ncc3c([nH]c4ccccc43)c2=O)cc1Cl
 : i, 7
COc1ccc(S(=O)(=O)NC2CCCC2)c(OC)c1
 : i, 11
COc1ccc(C(O)(CCN2CCOCC2)c2ccccc2)cc1 (stereo unspecified)
 : i, 50
COc1ccc(-c2sc3ccccc3c2C#Cc2cncn2C)cc1
 : i, 8
CCc1ccc(NC(=O)CSc2nc3ccsc3c(=O)n2CCC(=O)O)cc1
 : i, 25
COc1cc(C(=O)NCC(C)(C)CNC(=O)c2cc(OC)c(OC)c(OC)c2)cc(OC)c1OC
 : i, 64
COc1ccc(NC(=O)Nc2nnc(Cc3ccc(F)cc3)s2)cc1
 : i, 15
N#Cc1ccccc1OCC(=O)NNC(=O)CCNC(=O)c1ccccc1
 : i, 54
CCCNC(=O)c1ccc(N2CCC3(CC2)CC(c2ccccc2)=NO3)c(NC(=O)Cc2ccc(F)cc2)c1
 : i, 52
Cc1cccc(NC(=O)CCCN2C(=O)C(c3ccccc3)Oc3cccnc32)c1C (stereo unspecified)
 : i, 35
CN(CC(=O)N1CCN(c2ccccn2)CC1)S(=O)(=O)c1ccc(Cl)cc1
 : i, 31
Clc1ccc2c(c1)Nc1ccccc1CC2
 : i, 20
COC(=O)c1ccc(N2CCN(CC(=O)c3ccc(C)cc3)CC2)c([N+](=O)[O-])c1
 : i, 53
CN1CCc2c(sc(NC(=O)C3CCCCC3)c2C(N)=O)C1
 : i, 25
CCN(C(=O)CSc1ccccn1)C1CCCCC1
 : i, 28
Cc1nc2c(cc1NC(=O)C(C)(C)C)nc(C)n2Cc1ccccc1
 : i, 11

# (list continues)
SMILES,T cell modulator,T cell modulator vesicle-bound %
Cc1ccc(Cl)cc1N1CCN(S(=O)(=O)c2c(C(=O)N3CCOCC3)c(C)n(C)c2C)CC1,i,12
Cc1occc1C(=O)N1CCCC(Nc2ccc(F)c(F)c2)C1 (stereo unspecified),i,41
CC(CCc1ccccc1)NC(=O)COC(=O)c1cccnc1Cl (stereo unspecified),i,52
CC1CCN(Cc2c(C(=O)N/N=C/c3cccc(Cl)c3)nnn2-c2nonc2N)CC1,i,12
COc1ccc(NC(=O)c2ccc[n+]([O-])c2)cc1,i,56
Cc1cc2oc(=O)sc2cc1NS(=O)(=O)c1ccccc1,i,53
O=C(CCCCC(=O)NCCCc1ccccc1)NCCCc1ccccc1,i,57
CC(=O)c1cccn1S(=O)(=O)c1ccccc1,i,18
CC(C)Cn1c(=O)c2sccc2n2c(CCCC(=O)NC3CCN(Cc4ccccc4)CC3)nnc12,i,28
CCOC(=O)C1=C(COC(=O)COc2ccc(C(=O)CC)cc2)NC(=O)NC1C (stereo unspecified),i,19
CCc1ccc(-c2nc(CS(=O)CC(=O)NCc3ccccc3)c(C)o2)cc1 (stereo unspecified),i,29
Cc1cccn2c(=O)c(C=O)c(Nc3ccccc3)nc12,i,47
CCOc1ccc(S(=O)(=O)N2CCOCC2)cc1NC(=O)c1ccc(N2CCCC2=O)cc1,i,42
COc1ccccc1-n1cnc2cc(C(=O)N3CCOCC3)ccc21,i,6
CC(C)(C)[C@H]1COC(=O)CC/C=C\C[C@H](CC(=O)N(CCO)Cc2ccccc2)C(=O)N1,i,13
CCN(CC)S(=O)(=O)c1cccc(C(=O)NCC2CCCCC2)c1,i,40
COCCN1C(=S)N[C@@H](c2cccc(F)c2)C(C(=O)OC)=C1C,i,16
NC(=O)c1ccc(NC(=O)CN2CCN(c3ccccc3)CC2)cc1,i,57
CN(CC(=O)Nc1ccccc1C(F)(F)F)C(=O)CN1C(=O)C2CCCCC2C1=O (stereo unspecified),i,38
COc1ccc(C(=O)N2CCC(C(=O)N3CCN(Cc4ccccc4)CC3)CC2)cc1,i,52
COc1ccccc1Oc1ccc2c(c1)C(=O)N(CC(=O)O)C2=O,i,4
COc1ccc(NC(=O)CC(=O)Nc2ccc(OC)cc2)cc1,i,24
CCOc1ccccc1NC(=O)C1CCCN(S(C)(=O)=O)C1 (stereo unspecified),i,37
CN(c1ccccc1)S(=O)(=O)c1cccc(C(=O)NCC(=O)Nc2ccc(F)c(F)c2F)c1,i,28
CCOc1ccc(S(=O)(=O)Nc2ccc(C(=O)NCC(c3ccco3)N3CCCCC3)cc2)cc1 (stereo unspecified),i,58
COc1ccc(C(=O)NNC(=O)Cc2nc3ccccc3n2C)cc1,i,32
Fc1ccc(-n2c(=S)[nH]c3cccnc32)cc1,i,39
CCOC(=O)C1=C(CS(=O)(=O)c2ccc(C)cc2)NC(=O)NC1c1cc(OC)c(OC)c(OC)c1 (stereo unspecified),i,37
CN(c1ccccc1)c1nc(N)c([N+](=O)[O-])c(Nc2cccc(F)c2)n1,i,50
CCCn1c(=N)c(S(=O)(=O)c2ccc(F)cc2)cc2c(=O)n3ccccc3nc21,i,48
C[C@H](CO)N1C[C@H](C)[C@@H](CN(C)S(C)(=O)=O)Oc2c(NC(=O)C3CC3)cccc2C1=O,i,9
CCOc1ccc(S(=O)(=O)Nc2ccc(OC)nc2)cc1,i,28
Cc1ccc2oc(=O)n(Cc3ccc(F)cc3)c2c1,i,27
COc1cccc(N2CCN(C(=O)c3cn(Cc4ccccc4)nc3-c3cccnc3)CC2)c1,i,14
COCCCN1C(=O)C(=O)/C(=C(/O)c2ccc(S(=O)(=O)N3CCOCC3)cc2)C1c1ccc(OC)cc1 (stereo unspecified),i,43
CN(Cc1ccc(Cl)cc1Cl)C(=O)c1cc(=O)c2ccccc2o1,i,8
OCCC1CN(Cc2cccc(F)c2F)CCN1CCc1ccccc1 (stereo unspecified),i,17
CC(=O)Nc1ccc(NC(=O)CSc2nc3[nH]ncc3c(=O)n2-c2ccccc2)cc1,i,8
Cc1ccc(C(=O)N2CCN(c3ccc(N4CCOCC4)nn3)CC2)cc1,i,8
CCCOc1ccc(C2=CSC3=NCCN23)cc1[N+](=O)[O-],i,28
CCN(CC(=O)N1CCC(C(N)=O)CC1)S(=O)(=O)c1ccc(Cl)cc1,i,63
CNC(=O)C(C)N1c2cccc3cccc(c23)S1(=O)=O (stereo unspecified),i,48
Cc1ccccc1N1CCN(C2CCCN(C(=O)CCC3(C)CC3)C2)CC1 (stereo unspecified),i,30
CCn1c(Cc2ccc(OC)cc2)nnc1SCC(=O)NC1CC1,i,4
COc1cc(/C=N/NC(=O)c2ccncc2)ccc1O,i,25&16
Cc1ccc(OC(=O)c2ccncc2)c(C)c1,i,59
N#CC1(NC(=O)COC(=O)CCN=C2NS(=O)(=O)c3ccccc32)CCCCC1,i,31
O=C(c1cc(COc2ccc(F)cc2Cl)on1)N1C[C@H]2CC[C@H]1C2,i,5
CCN1C(=O)c2ccc(C(=O)Nc3ccc4c(c3)OCO4)cc2C1=O,i,11
CCC(=O)N1CCc2cc(S(=O)(=O)N3CCCC3)ccc21,i,40
Oc1ccc(-c2csc(Nc3ccccn3)n2)cc1,i,54
O=C(Nc1ccc(Cl)cc1)c1cc(Br)ccc1OCC(=O)N1CCOCC1,i,25
CCn1cc(S(=O)(=O)c2ccc(C)cc2)c(=O)c2cc(F)c(N3CCN(C)CC3)cc21,i,13
Cc1nc(NCCc2ccc(Cl)cc2)c2nnn(Cc3ccccc3)c2n1,i,11
O=C(NCCc1ccccc1F)C1CCC(=O)N(Cc2ccc(Cl)cc2)C1 (stereo unspecified),i,8
CCn1c(=S)[nH]c2cc(S(=O)(=O)N3CCOCC3)ccc21,i,25
CCc1cccc(C)c1NC(=O)CN1C(=O)NC(C)(CCC(C)C)C1=O (stereo unspecified),i,48
COCCn1c(C)cc(C(=O)COC(=O)CCS(=O)(=O)c2ccc(C)cc2)c1C,i,28
CC(c1ccccc1)n1c(CCCO)nc2ccccc21 (stereo unspecified),i,55
CCOC(=O)c1c(C)[nH]c(C)c1C(=O)COC(=O)[C@@H](NC(=O)c1ccco1)C(C)C,i,41

# New compounds follow:
SMILES,T cell modulator,T cell modulator vesicle-bound %
COc1ccc(S(=O)(=O)N2CCN(Cc3cccc(OC)c3OC)CC2)cc1,i,40
O=C(CSc1ccc(-c2ccc(F)cc2)nn1)NC1CCCCC1,i,50
O=C(CSc1nncn1-c1ccccn1)Nc1ccccc1Cl,i,11
COc1ccccc1C(=O)Nc1ccnn1C1CCN(C/C=C/c2ccc(F)cc2)CC1,i,65
COc1ccc(C(=O)C(=O)c2ccc(OCCO)cc2)cc1,i,34
COc1ccc(NC(=O)CSc2nnc3n2CCCCC3)cc1S(=O)(=O)N1CCOCC1,i,43
COc1cc(C(=O)Nc2nnc(Cc3ccccc3)s2)cc(OC)c1OC,i,31
O=C(NCC1CCCO1)c1ccc(Br)c(S(=O)(=O)N2CCOCC2)c1 (stereo unspecified),i,52
CC1CCN(C(=S)NC(=O)c2ccccc2Br)CC1,i,9
CNC(=O)[C@H]1O[C@@H](n2cnc3c(NCc4cccc(I)c4)nc(Cl)nc32)[C@H](O)[C@@H]1O,i,15
CC(=O)C1=C(O)C(=O)N(c2ccc(Br)cc2)C1c1ccc(Cl)cc1 (stereo unspecified),i,66
CCCC(C)c1nc(C(N)=O)c2[nH]c(=O)n(-c3ccc(OC)c(OC)c3)c2n1 (stereo unspecified),i,44
COc1ccc(-n2nc(C(=O)NCC(=O)N3CC(C)CC(C)C3)c3ccccc3c2=O)cc1 (stereo unspecified),i,50
COc1ccccc1N1CCN(/N=C/c2ccc([N+](=O)[O-])cc2)CC1,i,41
Cc1ccc(C(C)NC(=S)NC2CCCCC2)c(C)c1 (stereo unspecified),i,65
COc1ccc(CCNC(=O)[C@H](CC(C)C)NC(=O)N2CCn3c2nc2ccccc23)cc1OC,i,8
